Pf Dd2 inh: inhibitors of Plasmodium falciparum Dd2 growth; P. falciparum Dd2 growth, SYBR Green, 72 h; stronger effect = lower value; activity change, % at 10 µM; 2.3% of 94,000 active; AID 1159554; in the data active = activity change below about -80%
C diff growth: blocks growth of Clostridium difficile | AID 1259249 | Clostridium difficile clinical isolate growth, OD600, 24 h; stronger effect = lower value | growth activity, negative = inhibition, % at 16 µg/mL (by protocol) | 0.25% of 86,000 active;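 active = mean growth activity at or below -80% and every replicate also at or below -80%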;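 note: 0% = DMSO wells and -100% = levofloxacin 16 µg/mL wells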
Tcruzi prolif: inhibitors of T. cruzi proliferation; T. cruzi beta-gal in NIH3T3, GalScreen luminescence, 90 h; inhibition, % at 8.34 µM; 5.9% of 77,000 active; AID 624255;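 active = mean inhibition above about 93%, with at least 55% of replicates each passing it, limit read from the data, passing the limit was not always enough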
KDM4C inh: KDM4C (human) demethylase inhibition; Q9H3R0; GST-KDM4C 2-372, H3K9me3 peptide, LANCE TR-FRET; inhibition, % at 12.5 µM; 0.15% of 96,000 active; AID 720574;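 active = mean replicate inhibition above about 25%, with at least 55% of replicates also reaching it, limit read from the data, passing the limit was not always enough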
Target sequence (Q9H3R0 2-372 limits assumed): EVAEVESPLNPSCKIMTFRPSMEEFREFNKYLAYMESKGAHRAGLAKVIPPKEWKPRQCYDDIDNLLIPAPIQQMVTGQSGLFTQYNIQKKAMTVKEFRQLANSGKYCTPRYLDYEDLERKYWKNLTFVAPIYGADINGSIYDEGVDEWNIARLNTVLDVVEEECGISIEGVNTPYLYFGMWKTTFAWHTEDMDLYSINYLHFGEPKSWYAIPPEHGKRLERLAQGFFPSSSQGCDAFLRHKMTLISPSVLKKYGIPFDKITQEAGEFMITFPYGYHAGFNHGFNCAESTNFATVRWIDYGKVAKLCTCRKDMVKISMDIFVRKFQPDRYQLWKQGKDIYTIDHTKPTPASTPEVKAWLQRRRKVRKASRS
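System: N-terminal GST-fused human GASC-1 (KDM4C) fragment, residues 2-372 / Amount: 10 nM GST-KDM4C in enzyme reaction / Also added: H3K9me3 peptide with Fe(II)/2OG / Times: 30 min demethylation and 1 h detection at room temperature / Signal: LANCE TR-FRET / Read-out basis: Fall in 671/618 emission ratio as inhibition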
Numbers without * were called inactive; . = no result given; & = joins results of further samples.

Every second line gives: Pf Dd2 inh	C diff growth	Tcruzi prolif	KDM4C inh
C[C@@H](NC(=O)C[C@@H]1C[C@H]2c3cc(NC(=O)c4cccnc4)ccc3O[C@H]2[C@@H](CO)O1)c1ccccc1
→ 6.8	.	16.9	0.6
C[C@@H]1CN([C@H](C)CO)C(=O)c2cc(NC(=O)c3ccncc3)ccc2O[C@@H]1CN(C)Cc1ccncc1
→ 39.4	-4.0	39.2	5.9
COc1ccc(NC(=O)N[C@H]2CC[C@H](CCn3cc(-c4ccccn4)nn3)O[C@@H]2CO)cc1
→ -7.6	.	-42.5	1.0
CC(C)c1cn(CC[C@H]2CC[C@H](NC(=O)C3CCCCC3)[C@@H](CO)O2)nn1
→ .	-0.9	.	-1.5
Cc1ccc(S(=O)(=O)Nc2ccc3c(c2)C(=O)N([C@@H](C)CO)C[C@H](C)[C@@H](CN(C)S(=O)(=O)c2cn(C)cn2)O3)cc1
→ 13.9	3.9	-3.0	1.4
O=C(C[C@H]1C[C@@H]2c3cc(NC(=O)NC4CCCC4)ccc3O[C@@H]2[C@H](CO)O1)NCc1ccc2c(c1)OCO2
→ -50.9	-26.6	.	-0.7
O=C(O)C[C@@H]1C[C@@H]2c3cc(NC(=O)NC4CCCC4)ccc3O[C@@H]2[C@H](CO)O1
→ 7.1	.	4.9	0.4
CCCC(=O)Nc1ccc2c(c1)C(=O)N(C)[C@@H]1CC[C@@H](CC(=O)N3CCCCC3)O[C@@H]1CO2
→ 10.3	0.5	23.6	2.3
COc1ccc(S(=O)(=O)Nc2cccc3c2O[C@@H](CN(C)C(=O)NC(C)C)[C@H](C)CN([C@@H](C)CO)C3=O)cc1
→ 26.4	2.9	13.0	0.2
C[C@@H]1CN([C@H](C)CO)C(=O)Cc2cc(NC(=O)Nc3ccc4c(c3)OCO4)ccc2O[C@@H]1CN(C)S(=O)(=O)c1ccccc1
→ 24.7	-3.2	-35.9	0.2
CCC(=O)N(C)C[C@@H]1Oc2ncc(-c3ccccc3C)cc2C(=O)N([C@H](C)CO)C[C@@H]1C
→ 34.4	-2.3	11.2	-1.7
Cc1cc(C(=O)Nc2ccc3c(c2)C(=O)N(C)[C@@H]2CC[C@H](CC(=O)NC4CCCC4)O[C@H]2CO3)no1
→ 3.9	-9.3	30.2	1.5
CCCN1C[C@@H](C)[C@@H](OC)CN(C)C(=O)c2ccc(NS(=O)(=O)c3cn(C)cn3)cc2OC[C@H]1C
→ 25.1	.	10.3	1.6
C[C@@H]1CN([C@H](C)CO)S(=O)(=O)c2ccc(-c3cccc(F)c3)cc2O[C@@H]1CN(C)S(C)(=O)=O
→ 4.1	-7.0	20.0	-0.1
C[C@@H]1CCCCO[C@H](CN(C)C(=O)c2ccccc2)[C@H](C)CN([C@@H](C)CO)C(=O)c2cc(NC(=O)C3CCCCC3)ccc2O1
→ -43.6	-0.7	32.4	2.5

(next part)
Every second line gives: Pf Dd2 inh	C diff growth	Tcruzi prolif	KDM4C inh
COCc1cn([C@@H]2C[C@@H]3O[C@H](CO)CC[C@@H]3O[C@@H]2CCc2ccc(-c3ccc(OC)cc3)cc2)nn1
→ -94.0*	-28.7	.	.
CCC(=O)N(C)C[C@H]1Oc2cc(C#CCC(C)C)ccc2S(=O)(=O)N([C@@H](C)CO)C[C@H]1C
→ -5.5	-9.2	49.7	-2.5
Cc1ccc(S(=O)(=O)N2C[C@H](O)COC[C@H]3O[C@@H](CC(=O)NCCCN(C)C)CC[C@@H]32)cc1
→ 3.6	.	-31.9	1.6
OC[C@@H]1[C@H](c2ccc(C#CC3CC3)cc2)[C@H]2CN(CCC(F)(F)F)CCCCN12
→ -71.5	2.9	104.9*	.
C[C@H](CO)N1C[C@H](C)[C@@H](CN(C)Cc2ccc(C(=O)O)cc2)Oc2ccc(NS(=O)(=O)c3cccs3)cc2C1=O
→ 28.7	0.2	23.4	3.3
O=C(C[C@H]1C[C@H]2c3cc(NS(=O)(=O)c4ccc(F)cc4)ccc3O[C@H]2[C@@H](CO)O1)NCc1cc(F)ccc1F
→ -24.2	2.1	-24.5	-4.5
COc1ccc(NC(=O)N(C)C[C@H]2Oc3ccc(NC(=O)NC(C)C)cc3CC(=O)N([C@H](C)CO)C[C@@H]2C)cc1
→ 7.2	-7.9	28.0	2.0
CNC[C@@H]1Oc2ccc(NC(=O)Nc3ccc(F)cc3)cc2CC(=O)N([C@H](C)CO)C[C@H]1C
→ 7.0	1.8	.	11.1
C[C@@H]1CN([C@@H](C)CO)C(=O)c2cccc(NS(=O)(=O)c3ccc(Cl)cc3)c2O[C@H]1CN(C)Cc1ccc(-c2ccccc2)cc1
→ -68.4	27.5	74.8	-1.0
Cc1ccc(S(=O)(=O)Nc2ccc3c(c2)C(=O)N([C@H](C)CO)C[C@@H](C)[C@H](CN(C)Cc2ccc(C(F)(F)F)cc2)OCCCC[C@@H](C)O3)cc1
→ -72.6	48.1	.	-1.5
CCCNC(=O)Nc1ccc2c(c1)OC[C@@H](C)NC[C@@H](C)[C@@H](OC)CN(C)C2=O
→ .	-0.7	6.8	0.6
CN1[C@@H]2c3ccc(-c4ccccc4)c(=O)n3C[C@@H]2[C@@H](CO)[C@@H]1C(=O)NCCc1ccccc1
→ .	1.8	27.3	2.4
COc1ccc(NC(=O)N[C@H]2CC[C@@H](CCn3cc(-c4ccccn4)nn3)O[C@H]2CO)cc1
→ -3.4	.	-6.8	1.0
C[C@H](CO)N1C[C@H](C)[C@@H](CN(C)S(=O)(=O)c2ccc(Cl)cc2)Oc2c(NS(C)(=O)=O)cccc2C1=O
→ 35.7	-0.7	-4.9	1.9
COc1ccc(C#Cc2ccc([C@@H]3[C@H]4CN(C(=O)c5cccnc5)CC(=O)N4[C@H]3CO)cc2)cc1
→ -44.0	-1.8	.	-1.4

Sorted by molecular weight (falling): part of the list above
Every second line gives: Pf Dd2 inh	C diff growth	Tcruzi prolif	KDM4C inh
C[C@H](CO)N1C[C@H](C)[C@@H](CN(C)S(=O)(=O)c2ccc(Cl)cc2)Oc2c(NS(C)(=O)=O)cccc2C1=O
→ 35.7	-0.7	-4.9	1.9
COc1ccc(NC(=O)N(C)C[C@H]2Oc3ccc(NC(=O)NC(C)C)cc3CC(=O)N([C@H](C)CO)C[C@@H]2C)cc1
→ 7.2	-7.9	28.0	2.0
CNC[C@@H]1Oc2ccc(NC(=O)Nc3ccc(F)cc3)cc2CC(=O)N([C@H](C)CO)C[C@H]1C
→ 7.0	1.8	.	11.1

The list goes on:
Every second line gives: Pf Dd2 inh	C diff growth	Tcruzi prolif	KDM4C inh
C[C@@H]1CN([C@H](C)CO)S(=O)(=O)c2ccc(C3=CCCC3)cc2O[C@H]1CN(C)C(=O)C1CCC1
→ -42.5	-1.9	110.7*	3.5
COc1ccc(S(=O)(=O)N[C@@H]2C=C[C@@H](CC(=O)NCc3ccccc3F)O[C@H]2CO)cc1
→ -8.3	3.7	28.6	-1.4
CCC(=O)N(C)C[C@@H]1[C@@H](c2ccc(C3=CCCCC3)cc2)[C@H](CO)N1C(C)=O
→ 4.8	3.5	15.6	0.1
O=C(N[C@@H]1CC[C@@H](CC(=O)N2CCc3ccccc3C2)O[C@@H]1CO)C1CCOCC1
→ 12.5	.	14.8	2.4
CO[C@@H]1CN(C)C(=O)c2cc(NS(C)(=O)=O)ccc2OC[C@@H](C)N(C)C[C@H]1C
→ 10.6	.	-6.2	1.6
C[C@H]1CN([C@@H](C)CO)S(=O)(=O)c2ccc(-c3ccccc3F)cc2O[C@@H]1CN(C)C
→ -27.6	0.8	64.8	0.9
O=C(Nc1ccccc1F)N1C[C@@H]2[C@H](c3ccccc31)[C@@H](CO)N2C(=O)c1ccc(F)cc1
→ -5.4	12.4	-6.2	-0.8
C[C@H](CO)N1C[C@H](C)[C@H](CN(C)CC2CC2)OCCCC[C@H](C)Oc2ccc(NC(=O)NC3CCCCC3)cc2C1=O
→ -68.0	.	46.3	1.7
CC=Cc1ccc2n(c1=O)C[C@@H]1[C@@H](CO)[C@H](C(=O)NCC)[C@H]2N1C(=O)C1CC1 (mixture of isomers)
→ .	0.9	-4.7	-1.0
COC(=O)C[C@@H]1CC[C@H]2[C@@H](COc3ccc(NC(=O)NCc4ccccc4)cc3C(=O)N2C)O1
→ 9.5	-0.1	0.6	2.9
C[C@@H]1CN([C@@H](C)CO)C(=O)c2cccc(NC(=O)Nc3ccccc3)c2O[C@@H]1CN(C)Cc1ccc(-c2ccccc2)cc1
→ -70.3	-101.8*	-118.2	.
O=C(NC[C@H]1CC[C@@H]2[C@@H](CN2Cc2cccc(Cl)c2)O1)C1CC1
→ 19.6	-2.1	.	.
O=C(C[C@H]1CC[C@@H](NC(=O)Cc2cccnc2)[C@@H](CO)O1)NCc1ccc2c(c1)OCO2
→ -30.5	.	-49.3	1.3
CCC(=O)Nc1ccc2c(c1)C(=O)N(C)C[C@H](OC)[C@@H](C)CN(Cc1ccccc1C(=O)O)[C@@H](C)CO2
→ 14.0	.	16.5	2.5
CN1c2ccc(-c3cccc(F)c3)cc2[C@@H]2[C@@H](CCN2C(=O)Cc2cccnc2)[C@@H]1CO
→ 8.0	1.6	73.1	3.7

Following part
Every second line gives: Pf Dd2 inh	C diff growth	Tcruzi prolif	KDM4C inh
C[C@@H](NC(=O)C[C@H]1C[C@@H]2c3cc(NC(=O)Nc4ccccc4F)ccc3O[C@@H]2[C@H](CO)O1)c1ccccc1
→ -22.0	4.1	.	4.9
CC(C)NC(=O)Nc1ccc2c(c1)C(=O)N([C@@H](C)CO)C[C@@H](C)[C@@H](CN(C)S(=O)(=O)c1ccccc1)O2
→ -12.6	3.1	5.5	-0.1
COc1ccc(S(=O)(=O)Nc2ccc3c(c2)CC(=O)N([C@H](C)CO)C[C@H](C)[C@H](CN(C)S(=O)(=O)c2ccc(OC)cc2)O3)cc1
→ -76.4	5.3	26.1	-2.5
CC(C)NC(=O)N1CC2(C1)[C@H](c1ccccc1)[C@@H](CO)N2C(=O)C1CCOCC1
→ 51.5	-2.7	.	1.7
O=C(C[C@H]1C[C@H]2c3cc(NC(=O)c4cccnc4)ccc3O[C@H]2[C@@H](CO)O1)NCc1cccc(F)c1
→ 0.4	0.0	-21.4	-3.1
COCC(=O)N(C)C[C@H]1Oc2cc(C3=CCCC3)ccc2S(=O)(=O)N([C@H](C)CO)C[C@H]1C
→ 7.6	-2.0	.	-1.7
COc1cccc(-c2cnc3c(c2)C(=O)N([C@@H](C)CO)C[C@@H](C)[C@H](CN(C)C(=O)CN(C)C)O3)c1
→ -21.0	-0.5	41.4	2.0
C[C@@H]1CN([C@H](C)CO)C(=O)c2cc(NC(=O)Cc3ccccc3)ccc2O[C@H]1CN(C)C(=O)Nc1ccc(F)cc1
→ 0.4	7.8&-0.3	.	-2.1
COc1ccc(CN(C)C[C@@H]2Oc3c(NC(=O)c4nc5ccccc5s4)cccc3C(=O)N([C@@H](C)CO)C[C@H]2C)cc1
→ -61.0	0.0	80.0	3.8
COc1ccc(NC(=O)Nc2cccc3c2O[C@@H](CN(C)C)[C@H](C)CN([C@@H](C)CO)C3=O)cc1
→ -2.8	0.4	.	2.8
CO[C@H](CN(C)C(=O)c1cc(Cl)cc(Cl)c1)[C@@H](C)CN(C(=O)Nc1ccc(F)cc1)[C@@H](C)CO
→ 5.1	.	56.6	0.2
N#C[C@@H]1[C@@H](c2ccc(C#Cc3ccccc3F)cc2)[C@@H](CO)N1C(=O)C1CCCCC1
→ -28.0	3.3	102.1*	0.5
O=C(C[C@@H]1CC[C@@H]2[C@H](COC[C@H](O)CN2C(=O)c2ccc3c(c2)OCO3)O1)NCCN1CCCCC1
→ 11.2	1.4&-6.0	25.2	-1.4
CN1CCN(C(=O)C[C@H]2CC[C@H]3[C@@H](COC[C@@H](O)CN3Cc3ccc4c(c3)OCO4)O2)CC1
→ 7.7	.	5.8	1.4
Cc1ccc(S(=O)(=O)N[C@@H]2CC[C@H](CCn3cc(C4(O)CCCC4)nn3)O[C@H]2CO)cc1
→ -3.3	0.5	-31.8	-1.4

Further entries follow.
Every second line gives: Pf Dd2 inh	C diff growth	Tcruzi prolif	KDM4C inh
COCCNC(=O)[C@H]1[C@H](CO)[C@H]2Cn3c(ccc(-c4ccccc4)c3=O)[C@@H]1N2C
→ 16.7	-0.4	10.7	-0.1
O=C(Nc1cc(Cl)cc(Cl)c1)N[C@@H]1CC[C@@H](CCNS(=O)(=O)c2cccc(F)c2)O[C@@H]1CO
→ -26.1	8.2	146.6*	-0.4
C[C@@H]1CN([C@H](C)CO)C(=O)c2cc(NC(=O)CCCN(C)C)ccc2O[C@@H]1CN(C)Cc1ccc(C(F)(F)F)cc1
→ 14.6	3.4	-0.4	1.4
CC(C)C(=O)Nc1ccc2c(c1)C(=O)N(C)[C@H]1CC[C@H](CC(=O)NCC3CC3)O[C@H]1CO2
→ 8.2	-3.0	-30.6	4.0
O=C(C[C@@H]1CC[C@H](NC(=O)c2ccc(F)cc2)[C@@H](CO)O1)NCCc1ccncc1
→ 1.4	-4.0	-27.5	1.6
